ADAM17 inh: ADAM17 inhibitors, primary screen, biochemical, QFRET; 0.83% of 370,000 active; inhibition, % at 6.95 µM; AID 720648, 2013; recombinant ADAM17, EDANS/DABCYL FRET peptide cleavage; Disintegrin and metalloproteinase domain-containing protein 17 (Homo sapiens), P78536;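 active = inhibition above the mean of compounds lying between control limits plus 3 SD, set per campaign, cut at about 8.5% in these data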;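 note: 0% = DMSO-only wells as the low control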
ADAM10 inh: human ADAM10 inhibitors, primary screen, biochemical, QFRET, HTS; Disintegrin and metalloproteinase domain-containing protein 10 (Homo sapiens), O14672; recombinant ADAM10, EDANS/DABCYL FRET peptide cleavage, 3 h; inhibition, % at 7 µM; 0.62% of 370,000 active;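 active = inhibition above a per-campaign cutoff equal to the mean of compounds falling between control-based bounds plus 3 SD, cut at about 20% in these data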;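 note: 0% = DMSO wells while the 100% control is not disclosed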
Target sequence (O14672 214-748 limits assumed): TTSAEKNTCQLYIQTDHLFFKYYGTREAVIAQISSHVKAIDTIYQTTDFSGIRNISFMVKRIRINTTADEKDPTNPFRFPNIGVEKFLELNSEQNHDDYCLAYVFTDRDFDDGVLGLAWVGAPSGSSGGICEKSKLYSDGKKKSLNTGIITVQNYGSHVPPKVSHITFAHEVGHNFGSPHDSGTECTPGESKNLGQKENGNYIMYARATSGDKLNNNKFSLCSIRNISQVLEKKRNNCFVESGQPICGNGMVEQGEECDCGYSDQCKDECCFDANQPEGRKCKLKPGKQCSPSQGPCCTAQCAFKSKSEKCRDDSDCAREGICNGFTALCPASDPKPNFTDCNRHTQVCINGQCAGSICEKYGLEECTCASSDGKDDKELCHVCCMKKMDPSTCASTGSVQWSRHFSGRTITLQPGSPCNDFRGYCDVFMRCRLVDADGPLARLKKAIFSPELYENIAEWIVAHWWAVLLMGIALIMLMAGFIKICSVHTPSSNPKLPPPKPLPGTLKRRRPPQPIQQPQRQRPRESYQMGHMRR
ssDAF12 agonist: S. stercoralis DAF-12 nuclear receptor activators, primary screen, cell-based, luminescence, HEK293, GRIP1 co-expression, lit1-tk-luc. HEK293 ssDAF-12/GRIP1 lit1-tk-luc reporter; % of 3 µM dafachronic acid response. activation, % at 6.8 µM. 1% of 370,000 active. AID 652126, 2013;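 active = activation above the mean over all tested compounds plus 3 SD, cut at about 0.9% in these data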;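 note: 0% = DMSO-only wells and 100% = 3 µM delta7-dafachronic acid wells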
DAX1 inh-1: DAX1 (NR0B1) inhibitors, primary screen, cell-based, HEK293, Gal4-DAX1, luciferase luminescence | Nuclear receptor subfamily 0 group B member 1 (Homo sapiens), P51843 | HEK293 Gal4-DAX1 luciferase reporter | 0.99% of 340,000 active | inhibition, % at 6.75 µM | AID 504766, 2011;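 active = inhibition above the mean over all tested compounds plus 3 SD, cut at about 4.2% in these data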;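 note: 0% = DAX1-transfected cells with DMSO and 100% = empty-vector control cells with DMSO; inhibition shows as a rise in luminescence from relieved DAX1 repression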
Target sequence (P51843 207-470 limits assumed): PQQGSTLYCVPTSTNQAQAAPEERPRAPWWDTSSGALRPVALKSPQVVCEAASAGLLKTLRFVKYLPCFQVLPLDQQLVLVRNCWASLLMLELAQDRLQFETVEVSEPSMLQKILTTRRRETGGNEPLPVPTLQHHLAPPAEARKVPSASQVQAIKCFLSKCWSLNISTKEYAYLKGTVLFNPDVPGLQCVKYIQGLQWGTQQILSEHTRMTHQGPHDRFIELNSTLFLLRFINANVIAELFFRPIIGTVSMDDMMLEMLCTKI
FXN GAA850 act: FXN promoter activators, primary screen, cell-based, luciferase luminescence, HEK293 lucGAA850; HEK293 lucGAA850 FXN promoter luciferase reporter, 24 h; percent of 10 µM SAHA response; 0.56% of 360,000 active; activation, % at 6 µM;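 active = activation above the average of all compounds screened plus 3 SD, cutoff fixed separately per campaign, cut at about 7.5% in these data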;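 note: 0% = DMSO wells and 100% = 10 µM SAHA wells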
hcDAF-12 act: H. contortus DAF-12 nuclear receptor activators, primary screen, cell-based, luminescence, HEK293, lit1-tk-luc reporter. activation, % at 6.8 µM. HEK293 hcDAF-12 lit1-tk-luc reporter; 0% DMSO, 100% Δ7-dafachronic acid. 1.4% of 370,000 active;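 active = activation above the mean of all tested compounds plus 3 SD, cut at about 5.5% in these data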;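 note: 100% = response to 3 µM Δ7-dafachronic acid high control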
hgDAF-12 ag: H. glycines DAF-12 receptor agonists, primary screen, cell-based, luminescence, HEK293, GAL4 fusion, UAS-luciferase | HEK293 GAL4-hgDAF12 UAS-luciferase reporter, agonist luminescence; normalized to butyrate control | activation, % at 6.8 µM | 1.8% of 370,000 active | Nuclear hormone receptor DAF-12 (Heterodera glycines), GAL4 fusion | AID 687014, 2013;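 active = activation above a cutoff set at the mean of all screened compounds plus 3 SD, cut at about 10% in these data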;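 note: 0% = DMSO wells and 100% = sodium butyrate wells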
NPR1 activator: GC-A stimulated cGMP production enhancers – HEK293 GC-A cells, cGMP TR-FRET, EC30 ANP, primary screen; 0% at EC30 ANP, 100% saturating ANP; AID 1671463, 2021; 0.14% of 370,000 active; activation, % at 10 µM; Atrial natriuretic peptide receptor 1 (Homo sapiens), P16066; in the data active = activation above about 40%
PG9 Ab binder: binders of HIV-1 gp120 antibody PG9, primary screen, biochemical, TR-FRET. TR-FRET gp120-PG9 antibody binding. inhibition, % at 6.7 µM. HIV-1 gp120 / PG9 antibody interaction. 0.43% of 360,000 active; in the data active = inhibition above about 8.5%
SMARCA2 activ: SMARCA2 (BRM) function activators, primary screen, cell-based, luminescence, high throughput. MG213 cells, MMTV-luciferase reporter, dexamethasone, overnight. 1% of 370,000 active. activation, % at 9.1 µM; in the data active = activation above about 7.8%;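 note: 0% = vehicle wells and 100% = reference activator wells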
DAX1 inh-2: DAX1 (NR0B1) inhibitors on StAR promoter, primary screen, cell-based, luminescence, SF-1 (NR5A1), full-length DAX-1; HEK293T StAR-luciferase reporter, SF-1/DAX-1 repression relief; inhibition, % at 6.8 µM; 1.1% of 370,000 active; AID 652010, 2013;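 active = inhibition above the mean over all tested compounds plus 3 SD, cut at about 3.6% in these data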;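 note: 0% = DAX-1 cells with DMSO and 100% = cells lacking DAX-1 with DMSO; higher inhibition means more luminescence from relief of DAX-1 repression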
An asterisk follows results filed as active; · = not tested or not shown. An unsorted share of the library. Share with any hit: about 6.8%.

SMILES	ADAM17 inh	ADAM10 inh	ssDAF12 agonist	DAX1 inh-1	FXN GAA850 act	hcDAF-12 act	hgDAF-12 ag	NPR1 activator	PG9 Ab binder	SMARCA2 activ	DAX1 inh-2
Cc1cc(C)n(CCNC(=O)[C@H]2O[C@@H](n3ccc(=O)[nH]c3=O)[C@H](O)[C@@H]2O)n1	-1	-7	-1.2	·	·	-1.6	0.9	-1	-1.1	-5	-0.2
CN(C)S(=O)(=O)N(CC(=O)NCc1ccccc1)c1ccccc1	-3	-12	-1.2	-0.8	-1.5	-0.7	1.6	3	-0.7	-3	0.2
CC(Cc1ccccc1)NC(=S)CN1CCCC1=S (stereo not drawn)	-5	4	-1.1	-0.1	-0.7	-2.0	1.9	1	-1.0	-1	-0.4
C=CCC1CCCCC12NC(=O)NC2=O (stereo not drawn)	-3	-17	-0.8	1.1	0.3	0.6	1.5	4	5.5	-4	-0.4
Cc1cccc(NNC(N)=S)c1	0	-6	-1.1	0.8	-2.4	-1.1	-2.9	0	0.7	-3	0.3
Nc1nc(SCC(=O)Nc2ccccc2)nc2nc3c(cc12)CCCC3	-15	-50	-0.8	-1.3	4.8	-1.3	2.0	6	-0.9	3	0.1
COc1ccc(N2C(=O)C3CCCCC3C2=O)cc1NC(=O)c1ccccc1 (stereo not drawn)	-5	0	-0.5	0.7	0.6	0.7	0.0	-1	-0.1	0	0.7
O=C(Nn1c(-c2ccc(F)cc2)nc2ccccc2c1=O)C1CCCCC1	1	3	-1.5	0.5	2.8	-1.7	0.3	-1	0.5	-2	0.3
Cc1ccc(N=Nc2c(N)n[nH]c2N)cc1	2	3	-0.9	-0.3	-0.5	1.9	6.4	0	-3.4	2	0.9
COc1cc(-c2nnc3sc(-c4ccco4)nn23)cc(OC)c1OC	-7	0	-1.0	0.8	0.6	-1.0	-3.2	23	-1.5	-1	-0.5
CC(C)P(=O)(Cc1cccc(C#N)c1)C(C)C	-4	-2	-1.1	-1.5	0.8	0.0	1.4	-2	0.7	-1	0.3
CC(C)N1CN=C(Nc2nc3ccccc3o2)NC1	-4	0	-2.1	-0.6	3.5	-0.3	1.6	1	1.9	2	0.5
Cc1ccc(S(=O)(=O)NCCC(=O)NC2CCC(C)CC2)cc1 (stereo not drawn)	0	-18	-1.1	1.2	0.2	0.8	-0.5	1	1.7	-1	-0.2
O=C(CSc1nc2c(sc3ccccc32)c(=O)n1CCCN1CCCC1)NCc1ccco1	-91	-201	-1.3	-0.4	2.1	-1.1	-1.8	-4	0.1	-1	0.7
O=C(COC(=O)C1CC1)Nc1nc(-c2ccc(F)c(F)c2)cs1	-2	2	-1.2	0.3	3.7	-1.3	2.4	25	1.6	1	1.5
Cc1cnc(NC(=O)Nc2ccccc2)c(C)n1	-76	-208	-0.5	0.6	-0.7	-0.5	0.1	-1	-1.4	-1	0.4
CSc1ccc(OC2(C)CCN(Cc3ccccc3)C2)cc1 (stereo not drawn)	-2	-10	-1.8	·	2.1	2.0	1.7	0	-1.2	-1	0.6
CCN(CC)C(=O)CC(c1cc(OC)c(OC)c(OC)c1)c1c(O)cc(OC)cc1OC (stereo not drawn)	2	-2	-1.0	0.3	-4.3	-2.0	2.5	-2	-2.7	0	-0.1
COc1cc(C(=O)N/N=C/c2coc3ccccc3c2=O)cc(OC)c1OC	1	1	-0.7	0.7	0.3	-0.4	-1.1	-4	-0.3	-2	0.2
NC(=O)COc1ccc(C23CC4CC(CC(C4)C2)C3)cc1	3	9	-1.9	-1.7	7.3	0.3	7.8	-8	-2.0	2	-0.4
COc1cccc(C=O)c1OCCCOc1cccc2cccnc12	-5	-2	-0.2	1.5	3.7	2.6	6.0	-5	0.1	3	1.0
Cc1ccc(C(=O)OCC(=O)NCc2ccc3c(c2)OCO3)o1	-1	3	-1.3	0.1	2.8	-1.3	-0.1	-4	0.8	2	0.1
NC(=O)c1nnn(-c2cccc(C(F)(F)F)c2)c1-c1ccccc1	0	12	-0.7	2.7	2.5	0.0	-0.5	-3	-0.1	4	0.3
OC(CSc1ccccc1)CN1CCN(c2cccc(Cl)c2)CC1 (stereo not drawn)	1	-15	-0.6	-0.1	0.6	-2.5	-4.3	2	2.0	-4	-0.1
COc1ccc(OCC(=O)Nc2cc(OC)cc(OC)c2)cc1	0	7	-1.9	-0.1	0.3	-2.4	-3.5	-7	-0.9	-2	-0.1
Going on with the list:
SMILES	ADAM17 inh	ADAM10 inh	ssDAF12 agonist	DAX1 inh-1	FXN GAA850 act	hcDAF-12 act	hgDAF-12 ag	NPR1 activator	PG9 Ab binder	SMARCA2 activ	DAX1 inh-2
CCC1(c2ccc(Cl)cc2)NC(=O)N(Cc2ccc(C(=O)OC)cc2)C1=O (stereo not drawn)	2	1	-2.3	-1.5	-2.1	-2.7	-0.6	-6	0.3	-5	0.2
Cc1ccc(-c2nn(-c3cccc(F)c3)cc2CN(Cc2nccn2C)C(C)C)o1	-4	-12	-1.0	-0.1	3.0	-0.4	0.6	-4	1.9	-2	-0.5
CCCCOc1ccc(/C(O)=C2/C(=O)C(=O)N(Cc3cccnc3)C2c2ccncc2)c(C)c1 (stereo not drawn)	-2	-5	-0.8	0.0	-0.3	-0.6	-0.8	7	6.5	-2	0.0
Cc1cc(C)c2c(n1)sc1c(-c3ccccc3)c(C#N)c(N)nc12	-11	-33	-1.2	-0.4	1.3	-2.5	-2.4	1	3.3	1	-0.9
CC1(C)CC(=O)C=C(NC2CCCC(O)C2)C1 (stereo not drawn)	-1	-2	-1.5	1.2	1.6	-0.8	0.3	1	-0.3	1	-0.5
Cc1ccc(-n2nnnc2SCC(=O)Nc2sccc2C#N)cc1	0	-3	-0.3	-1.6	0.2	2.9	1.9	-1	-0.7	-3	0.0
CSc1nc(C)nc(N/C=C(\C#N)S(=O)(=O)c2ccccc2Cl)n1	-1	-15	-0.2	0.2	0.7	0.2	2.9	1	1.3	-4	0.0
CCN1C(=O)c2ccccc2S(=O)c2ccc(C(=O)NCCCN3CCCC3=O)cc21 (stereo not drawn)	2	2	-0.7	0.6	-1.0	3.7	0.4	-1	0.7	-3	1.1
O=C(C[n+]1ccccc1)Nc1c(Cl)cc(Cl)cc1Cl	-2	-5	-0.9	·	0.7	-0.1	4.1	1	-0.3	-4	0.5
Cc1cccc(NC(=O)Nc2nnc(N3CCCCC3C)s2)c1C (stereo not drawn)	0	-6	-1.1	0.2	0.0	-1.2	-1.9	5	0.8	8.0*	1.4
CCOC(=O)C1=C[C@@H](C2CCCC2)N(S(=O)(=O)c2ccc([N+](=O)[O-])cc2)[C@H]1c1ccccc1	-1	-4	-1.7	·	·	-0.2	-4.7	-10	-0.5	-4	-0.8
COc1cccc(NC(=O)CSc2nc3ccccc3nc2N2CCCC2)c1	-4	-19	-1.5	-1.9	-2.1	-0.6	-3.6	-3	0.0	1	0.0
COc1ccc(S(=O)(=O)Nc2cc(C(=O)NCCCOC(C)C)ccc2N2CCOCC2)cc1	-2	-1	-1.1	-0.1	0.7	0.6	-1.5	3	-1.6	0	-0.2
Cc1cccc(C)c1OCCNC(=O)C(=O)NCc1ccco1	-2	-2	-0.7	-0.7	0.2	0.4	-2.6	-1	0.2	-4	-0.5
Cc1ccc(CNC(=O)CCC2CCCN(Cc3cccc4ncccc34)C2)o1 (stereo not drawn)	2	6	-1.2	-0.8	2.8	-0.9	-0.9	0	-3.9	-5	0.5
CCOc1cc(NC(=S)NCCCN2CCOCC2)c(OCC)cc1NC(=O)C(C)C	-2	-8	-1.5	-0.3	2.1	-0.5	-0.2	3	0.4	2	-0.6
CCOC(=O)C1CCCN(C(=O)Cc2ccc(OC)c(OC)c2)CC1 (stereo not drawn)	-2	-8	-1.2	·	0.6	-1.9	-1.4	8	1.9	-4	-1.1
COCCNC(=O)C(c1ccccc1C)N(CCOC)C(=O)Cn1nnc2ccccc21 (stereo not drawn)	-1	4	-0.6	-0.7	-0.9	-0.5	-1.6	1	-0.7	1	-0.7
O=C(CSc1n[nH]c(-c2ccncc2)n1)Nc1ccccc1C(F)(F)F	-6	-9	-0.9	-0.9	1.6	-1.1	1.7	2	-1.4	-2	0.1
O=C(NCc1ccccn1)c1cccc(NS(=O)(=O)c2cccc(F)c2)c1	-1	-3	-0.6	0.2	-1.6	-1.4	1.6	-2	-2.0	-2	-0.4
O=C1OC(Nc2ccc(F)c([N+](=O)[O-])c2)c2ccccc21 (stereo not drawn)	1	7	-1.9	0.3	0.9	3.1	-1.5	-4	-1.2	1	0.1
CCOC(=O)c1ccc(COc2nc3ccccc3nc2-c2ccccc2NC(C)=O)o1	-4	0	-0.8	0.5	-0.1	2.4	-0.8	4	0.2	-1	-0.2
CCOc1ccc(S(=O)(=O)NCCC(=O)N2CC(C)CC(C)C2)cc1 (stereo not drawn)	-2	-3	-1.5	-2.3	1.6	1.9	0.9	-1	0.9	-1	-1.1
Cc1cccc(C2=N/C(=C\c3cccnc3)C(=O)O2)c1	-2	-5	-0.9	0.9	-2.9	0.8	1.5	-7	-0.2	-4	0.6
CCOc1cc(CN2CCN(CCc3ccccc3)C(CCO)C2)ccc1OC (stereo not drawn)	-1	2	-0.7	0.4	1.9	-0.2	0.0	2	1.0	-2	0.1

Single records, from the list above:
CCOc1cc(NC(=S)NCCCN2CCOCC2)c(OCC)cc1NC(=O)C(C)C reads ADAM17 inh: -2; ADAM10 inh: -8; ssDAF12 agonist: -1.5; DAX1 inh-1: -0.3; FXN GAA850 act: 2.1; hcDAF-12 act: -0.5; hgDAF-12 ag: -0.2; NPR1 activator: 3; PG9 Ab binder: 0.4; SMARCA2 activ: 2; DAX1 inh-2: -0.6
CCOC(=O)c1ccc(COc2nc3ccccc3nc2-c2ccccc2NC(C)=O)o1 reads ADAM17 inh: -4; ADAM10 inh: 0; ssDAF12 agonist: -0.8; DAX1 inh-1: 0.5; FXN GAA850 act: -0.1; hcDAF-12 act: 2.4; hgDAF-12 ag: -0.8; NPR1 activator: 4; PG9 Ab binder: 0.2; SMARCA2 activ: -1; DAX1 inh-2: -0.2
Cc1cccc(C)c1OCCNC(=O)C(=O)NCc1ccco1 reads ADAM17 inh: -2; ADAM10 inh: -2; ssDAF12 agonist: -0.7; DAX1 inh-1: -0.7; FXN GAA850 act: 0.2; hcDAF-12 act: 0.4; hgDAF-12 ag: -2.6; NPR1 activator: -1; PG9 Ab binder: 0.2; SMARCA2 activ: -4; DAX1 inh-2: -0.5

Source: PubChem (several laboratories)
